CDK5 p35 inh: blocks human CDK5/p35 kinase activity; Q00535+Q15078; Recombinant CDK5/p35, ADP-Glo luminescence, 60 min; inhibition, % at 10 µM; actives 0.01% (n = 330,000); AID 488839;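 active = highest replicate inhibition of at least 50% and at least 75% of replicates reaching 50%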;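 note: plate controls were DMSO neutral control for no effect and GW8510 at 10 µM for full effect; many of its hits are not listed in these tables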
NSD2 HMT inh: blocks human histone methyltransferase NSD2; actives 0.54% (n = 310,000); NSD2 peptide methylation, AlphaScreen, 120 min; inhibition, % at 12.5 µM; in the data active = inhibition above about 50%
Target sequence (O96028 whole entry, looked up): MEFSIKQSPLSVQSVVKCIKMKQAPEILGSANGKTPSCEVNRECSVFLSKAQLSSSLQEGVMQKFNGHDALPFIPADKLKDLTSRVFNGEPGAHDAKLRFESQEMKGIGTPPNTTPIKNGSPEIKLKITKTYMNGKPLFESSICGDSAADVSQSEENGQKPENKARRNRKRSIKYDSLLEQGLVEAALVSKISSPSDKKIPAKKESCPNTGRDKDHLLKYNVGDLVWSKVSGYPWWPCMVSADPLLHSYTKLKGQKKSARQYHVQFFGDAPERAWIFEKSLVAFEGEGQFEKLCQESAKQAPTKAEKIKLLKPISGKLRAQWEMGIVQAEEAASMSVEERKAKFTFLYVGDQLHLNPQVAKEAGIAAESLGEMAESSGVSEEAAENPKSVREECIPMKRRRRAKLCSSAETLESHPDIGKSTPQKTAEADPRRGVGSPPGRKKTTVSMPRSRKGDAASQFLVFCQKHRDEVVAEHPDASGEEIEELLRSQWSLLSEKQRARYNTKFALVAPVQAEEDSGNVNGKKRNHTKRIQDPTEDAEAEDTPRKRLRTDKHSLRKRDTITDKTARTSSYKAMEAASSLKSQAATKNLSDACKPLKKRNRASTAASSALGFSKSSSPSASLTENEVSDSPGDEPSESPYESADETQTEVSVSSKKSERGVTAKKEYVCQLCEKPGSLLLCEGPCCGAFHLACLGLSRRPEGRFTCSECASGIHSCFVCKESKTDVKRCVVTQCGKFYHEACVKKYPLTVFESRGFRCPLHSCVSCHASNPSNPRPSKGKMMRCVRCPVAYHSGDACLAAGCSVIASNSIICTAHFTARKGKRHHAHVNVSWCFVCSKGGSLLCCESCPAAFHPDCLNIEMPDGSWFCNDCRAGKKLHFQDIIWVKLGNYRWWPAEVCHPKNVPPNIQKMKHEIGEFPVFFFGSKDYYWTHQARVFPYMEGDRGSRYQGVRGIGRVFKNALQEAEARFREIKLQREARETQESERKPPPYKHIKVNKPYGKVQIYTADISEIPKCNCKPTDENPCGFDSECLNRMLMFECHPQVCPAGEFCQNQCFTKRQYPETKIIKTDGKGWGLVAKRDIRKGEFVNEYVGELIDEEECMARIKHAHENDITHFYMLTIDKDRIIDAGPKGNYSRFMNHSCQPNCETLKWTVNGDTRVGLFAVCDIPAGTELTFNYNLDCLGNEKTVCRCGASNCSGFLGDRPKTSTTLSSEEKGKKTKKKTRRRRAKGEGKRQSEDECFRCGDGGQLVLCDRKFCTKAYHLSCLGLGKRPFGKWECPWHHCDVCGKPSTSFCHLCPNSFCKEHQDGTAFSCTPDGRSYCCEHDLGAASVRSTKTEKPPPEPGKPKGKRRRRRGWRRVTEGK
LANA DNA inh: inhibitors of KSHV LANA C-terminal domain DNA binding. AID 504423. actives 0.078% (n = 340,000). inhibition, % at 9 µM. MBP-C-LANA/FAM-LBS DNA binding, fluorescence polarization;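 active = highest replicate inhibition at or above 60% at 9 µM, even if other replicates fall short; inactive = all replicates below 60% inhibition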;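 note: 0% = neutral control wells and 100% = 4 µM acridine orange control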
Mot1-301 SUMO: inhibitors of SUMOylation pathway: yeast Mot1-301 growth rescue; S. cerevisiae Mot1-301 growth rescue, ATP luminescence, 38.5C; percent above DMSO median, 100 means doubled; growth rescue, % at 18.8 µM; actives 1% (n = 320,000); AID 2716;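 active = every valid replicate shows activation above 250% relative to neutral control wells; inactive = the rest, any valid replicate at or below 250%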;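 note: OY570 slx delta 5 strain wells were the positive control but not used for scaling; some compounds called inactive have numbers as strong as hits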
Keap1 Nrf2 FP: inhibitors of human Keap1-Nrf2 protein-protein interaction; Q14145; Keap1 Kelch-Nrf2 peptide fluorescence polarization, 1536-well; inhibition, % at 9.4 µM; actives 0.15% (n = 340,000); in the data active = inhibition above about 12%;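 note: human Keap1 Kelch domain with fluorescein labeled Nrf2 9mer peptide probe; 0% = neutral control wells and 100% = peptide positive control; higher means more block of Keap1 binding to Nrf2 peptide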
PfHsp90 yeast 2: growth inhibition of yeast expressing Plasmodium Hsp90. S. cerevisiae expressing PfHsp90, BacTiter-Glo ATP, 48 h; yeast lacking PDR1 and PDR3 efflux regulators. inhibition, % at 9.4 µM. actives 0.32% (n = 310,000);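 active = every replicate shows inhibition above about 80%, whatever the replicate mean, limit read from the data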;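 note: 0% = DMSO neutral controls and 100% = 20 µM radicicol positive controls; yeast relying on Plasmodium falciparum Hsp90 in place of its own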
PvdQ inh: P. aeruginosa PvdQ acylase inhibition | purified PvdQ acylase, fluorescence plate reader | inhibition, % at 10 µM | actives 0.063% (n = 340,000) | AID 488965; in the data active = inhibition above about 30%, passing the limit was not always enough;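 note: 0% = vehicle neutral wells and 100% = reference inhibitor wells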
Cardiac RTF inh: cardiac RTF calcium desensitization; P19429+P45379; IANBD-labeled cardiac RTF, Ca2+ fluorescence; inhibition, % at 7.15 µM; actives 0.12% (n = 340,000); AID 493244;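 active = inhibition above the mean inhibition of all tested compounds plus 3 SD, cut at about 17% in these data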;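 note: assay run at fixed EC70 calcium of 1.6 mM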
Rtt109 Vps75: blocks Candida albicans Rtt109/Vps75 acetyltransferase activity; inhibition, % at 34.9 µM; purified Rtt109/Vps75, ThioGlo CoA-SH fluorescence, 4 h; Q5AAJ8; AID 540336; actives 0.16% (n = 330,000);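 active = inhibition of at least 50% in every replicate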
cardiac RTF act: cardiac RTF calcium sensitization; AID 493008; actives 0.24% (n = 340,000); IANBD-labeled TnC RTF fluorescence at EC20 calcium; 0% EC20 calcium, 100% full calcium; activation, % at 7.2 µM;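 active = activation above the mean over all tested compounds plus 3 SD, cut at about 30% in these data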;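 note: rise in fluorescence read as greater calcium sensitivity of cardiac thin filaments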
dFosB act: mouse delta FosB homodimer activation | activation, % at 25 µM | actives 0.99% (n = 340,000) | purified delta FosB, TAMRA-CDK5 oligo fluorescence polarization; percent of positive-control signal above neutral wells | P13346;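 active = mean activation above about 17%, with every replicate also reaching it, limit read from the data, passing the limit was not always enough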;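 note: fluorescence polarization rise as delta FosB binds a TAMRA Cdk5 AP-1 oligo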
* marks the source's active call; other numbers are inactive results; . = not tested or not shown.

Screens by letter – A = CDK5 p35 inh; B = NSD2 HMT inh; C = LANA DNA inh; D = Mot1-301 SUMO; E = Keap1 Nrf2 FP; F = PfHsp90 yeast 2; G = PvdQ inh; H = Cardiac RTF inh; I = Rtt109 Vps75; J = cardiac RTF act; K = dFosB act
(1) CN(C)C(=O)Oc1ccc2nnc3ccnn3c2c1
  A: -0.1; B: 0; C: 1.6; D: 0; E: -3; F: 12; G: -9; H: -9; I: 4; J: 3; K: -3
(2) O=C(N/N=C/c1c(O)n(C2CC2)c(=S)[nH]c1=O)c1ccccc1
  A: .; B: 2; C: -0.8; D: 14; E: -2; F: -3; G: -10; H: -5; I: -4; J: 0; K: -8
(3) CCc1ccc(-n2c(O)c(/C=N/N3CCCCC3c3cccnc3)c(=O)[nH]c2=O)cc1 (stereo unspecified)
  A: -0.6; B: 1; C: -1.8; D: 1; E: -6; F: 10; G: 6; H: 0; I: -1; J: 0; K: -6
(4) CC(N)C(=O)NC1C2C(=C(O)CC(O)C2O)C(=O)OC1(C)C(Cl)Cl (stereo unspecified)
  A: 0.5; B: -1; C: -1.3; D: .; E: -4; F: -2; G: 8; H: -9; I: 8; J: 0; K: 5
(5) Nc1ccc([N+](=O)[O-])cc1
  A: -0.9; B: .; C: -1.4; D: -25; E: -2; F: 20; G: 6; H: 1; I: 3; J: 1; K: 1
(6) COc1cc2c(cc1/C=C/[N+](=O)[O-])OCO2
  A: -0.1; B: -1; C: 4.8; D: .; E: 1; F: 106*; G: -10; H: -4; I: -2; J: -4; K: 5
(7) COP(=O)(OC)C(NC(C)=O)C(Cl)(Cl)Cl (stereo unspecified)
  A: 1.5; B: 0; C: 0.2; D: .; E: -1; F: -11; G: 19; H: 4; I: 0; J: 3; K: 3
(8) Cc1ccc(NC(=S)NCCc2cnc[nH]2)cc1C
  A: -0.5; B: 1; C: -0.3; D: -30; E: 0; F: -18; G: -4; H: -1; I: -6; J: -4; K: 1
(9) Cc1ccc2ccccc2c1NC(=O)CNC1CCCCC1
  A: -0.8; B: -5; C: -0.2; D: -15; E: -6; F: .; G: -14; H: 2; I: 5; J: 9; K: -3
(10) COc1cccc2c1O[C@H]1C(=O)CC[C@H]3CN(C)CCC231 (stereo partly specified)
  A: 2.0; B: .; C: -0.7; D: 14; E: -4; F: -9; G: -20; H: -3; I: -8; J: -3; K: 3

One compound at a time (already shown):
COc1cc2c(cc1/C=C/[N+](=O)[O-])OCO2 in the list: CDK5 p35 inh: -0.1; NSD2 HMT inh: -1; LANA DNA inh: 4.8; Mot1-301 SUMO: .; Keap1 Nrf2 FP: 1; PfHsp90 yeast 2: 106*; PvdQ inh: -10; Cardiac RTF inh: -4; Rtt109 Vps75: -2; cardiac RTF act: -4; dFosB act: 5
Nc1ccc([N+](=O)[O-])cc1 in the list: CDK5 p35 inh: -0.9; NSD2 HMT inh: .; LANA DNA inh: -1.4; Mot1-301 SUMO: -25; Keap1 Nrf2 FP: -2; PfHsp90 yeast 2: 20; PvdQ inh: 6; Cardiac RTF inh: 1; Rtt109 Vps75: 3; cardiac RTF act: 1; dFosB act: 1

(further entries)
Screens by letter – A = CDK5 p35 inh; B = NSD2 HMT inh; C = LANA DNA inh; D = Mot1-301 SUMO; E = Keap1 Nrf2 FP; F = PfHsp90 yeast 2; G = PvdQ inh; H = Cardiac RTF inh; I = Rtt109 Vps75; J = cardiac RTF act; K = dFosB act
(11) COC(=O)C1=Nc2ccccc2/C1=C\c1c(O)n(-c2cc(OC)ccc2OC)c(=O)[nH]c1=O
  A: -0.5; B: 36; C: 1.2; D: -3; E: 0; F: 2; G: -3; H: 3; I: 4; J: 2; K: -7
(12) CC(=O)N1CCN(c2ccc([N+](=O)[O-])cc2C=C2C(=O)NC(=O)NC2=O)CC1
  A: -1.8; B: 1; C: -1.8; D: -18; E: 1; F: 18; G: -1; H: -1; I: 10; J: -5; K: 3
(13) COc1ccccc1N1CCN(Cc2ccc(Br)s2)CC1
  A: -0.4; B: 3; C: -0.2; D: 8; E: 1; F: 5; G: -16; H: -5; I: -6; J: 0; K: -4
(14) CCCCOC(=O)c1ccc(NC(=O)c2c(O)[nH]c(=O)[nH]c2=O)cc1
  A: -2.0; B: .; C: 1.3; D: -6; E: -6; F: -9; G: -5; H: -4; I: 8; J: 6; K: -1
(15) CC(C)CC(NC(=O)CCCNC(=O)CCC(=O)OC1O[C@H]2OC3(C)CC[C@H]4[C@H](C)CCC(C1C)C24OO3)C(=O)O (stereo partly specified)
  A: -3.7; B: 2; C: 1.4; D: 27; E: -5; F: -92; G: -12; H: -10; I: -5; J: -2; K: -1
(16) CCN1CCN(C(=O)COc2ccc(S(=O)(=O)N(C)Cc3ccccc3)cc2)CC1
  A: -0.3; B: 0; C: -0.8; D: -8; E: 1; F: .; G: 1; H: -6; I: -1; J: -1; K: -8
(17) COc1ccc(OCC(=O)N2CCN(C(C)C)CC2)cc1
  A: 0.8; B: 1; C: -5.9; D: .; E: 6; F: -10; G: 10; H: 3; I: 6; J: -4; K: -3
(18) Cc1cc(OCC(=O)NC2CCS(=O)(=O)C2)c2c3c(c(=O)oc2c1)CCC3 (stereo unspecified)
  A: -1.9; B: -5; C: -0.2; D: -17; E: -4; F: -57; G: -16; H: -13; I: -9; J: 0; K: -19
(19) CN1CCN(c2ccc(N)c(N3CCN(C)CC3)c2)CC1
  A: 3.3; B: 15; C: -6.4; D: 14; E: 1; F: 28; G: -17; H: -5; I: 0; J: -4; K: 56*
(20) CCCC[C@@H](C)C[C@@H](C)C(=O)N(C)[C@@H](CC(C)C)C(=O)N[C@H](C(=O)N(C)[C@H](C(=O)N1C[C@@H](O)C[C@H]1C(=O)N1C(=O)C=C[C@@H]1C)C(C)C)C(C)OC(C)=O (stereo partly specified)
  A: -0.3; B: .; C: 1.3; D: .; E: -1; F: -4; G: 1; H: -7; I: 4; J: -3; K: -15
(21) CC[n+]1c(/C=C/N(C)c2ccccc2)sc2ccc(Cl)cc21
  A: 5.5; B: 28; C: -2.2; D: 89; E: 0; F: -17; G: 2; H: -3; I: 21; J: 1; K: 2
(22) Cc1ccsc1C(=O)C1CCCN(Cc2ccc(-n3cccn3)cc2)C1 (stereo unspecified)
  A: -1.8; B: 3; C: -0.7; D: 17; E: 2; F: -27; G: -10; H: -7; I: -3; J: -5; K: -11
(23) NNc1n[nH]c(=S)n1N
  A: 1.2; B: -2; C: 0.1; D: -18; E: -16; F: 1; G: -7; H: 4; I: 139*; J: 3; K: -3
(24) O=C(CN1CCCCC1)c1ccc(OC(F)F)cc1
  A: 1.9; B: 0; C: 9.0; D: .; E: 6; F: 2; G: 9; H: -6; I: 8; J: 8; K: -5
(25) O=C1NC(=O)N(Cc2ccco2)C(=O)/C1=C\c1cccn1CCOc1ccc(Cl)cc1
  A: -0.4; B: 19; C: 0.7; D: .; E: 0; F: -7; G: -6; H: -2; I: 21; J: -1; K: -4
(26) CSc1ncc(CN2CCCC(C(=O)c3cccc(Cl)c3)C2)cn1 (stereo unspecified)
  A: -0.6; B: -5; C: 2.6; D: 62; E: 3; F: -5; G: -10; H: 1; I: 4; J: 5; K: -11
(27) Cc1ccc(-c2nc3ccccc3c(=O)n2-n2cccc2)cc1
  A: -3.1; B: 14; C: -1.9; D: 9; E: 0; F: -4; G: -3; H: -1; I: .; J: 2; K: -2
(28) O=C1C2CCCC1C(N1CCCCC1)CC2 (stereo unspecified)
  A: 0.2; B: -1; C: -2.9; D: -4; E: -6; F: -5; G: 7; H: 5; I: 7; J: -7; K: 3
(29) COC(=O)C1=C(c2ccc(Cl)c(C(F)(F)F)c2)C[C@@H]2CC[C@H]1N2C(=O)NCCOc1ccc(OC)cc1
  A: 0.3; B: .; C: 0.9; D: 12; E: -4; F: -14; G: 4; H: -1; I: 14; J: -7; K: 2
(30) CC(C)Oc1cccnc1N(C)C1CCN(Cc2ccccc2)CC1
  A: 0.1; B: .; C: -1.1; D: .; E: -5; F: 0; G: -11; H: 8; I: 1; J: 1; K: -6
(31) Nc1ccc(Cl)cc1C(=O)c1ccccc1
  A: -1.9; B: 4; C: 0.5; D: 0; E: -4; F: -60; G: -8; H: 1; I: .; J: 4; K: 1
(32) OC12CCCCC1C(c1ccccc1)NCC2 (stereo unspecified)
  A: -1.7; B: 0; C: -0.6; D: 255; E: 1; F: 7; G: -9; H: 3; I: -3; J: 210*; K: 2
(33) COCCN1C(=O)/C(=C/c2c(OC)cc(OC)cc2OC)C(=O)N(c2ccccc2)C1=O
  A: -1.0; B: 52*; C: 2.4; D: 1; E: -8; F: 2; G: -8; H: -7; I: 6; J: 1; K: 0
(34) CC/C(=N\Nc1ccccc1)c1c(O)n(-c2ccccc2)c(=O)[nH]c1=O
  A: -0.7; B: 0; C: 1.9; D: 155; E: -1; F: 16; G: 6; H: -2; I: -3; J: 3; K: -3
(35) CN1CCC(O)(c2ccccc2)C(C(=O)c2ccccc2)C1 (stereo unspecified)
  A: 0.3; B: 10; C: 4.1; D: -9; E: -5; F: -25; G: -18; H: -3; I: 3; J: -2; K: 0
(36) CCC(=O)N1CC(=O)Nc2ccc(Cl)cc2C1c1ccc(F)cc1 (stereo unspecified)
  A: 0.3; B: 4; C: 1.0; D: 4; E: -1; F: -7; G: -14; H: 5; I: 4; J: 1; K: -4
(37) CC1(C)C[C@H]2C=C(C=O)[C@]3(C=O)C[C@]3(C)[C@H]2C1
  A: 0.7; B: .; C: 1.1; D: 358*; E: 0; F: .; G: -7; H: -6; I: -3; J: 2; K: 2
(38) O=c1[nH]c(=S)n(-c2ccccc2)c(O)c1/C=N/N1CCCCC1c1cccnc1 (stereo unspecified)
  A: -0.2; B: 1; C: -6.3; D: 2; E: -28; F: 13; G: 5; H: -16; I: 1; J: 9; K: 39*
(39) CC1=CC(=O)OC2CC3OC4C[C@@H](C)C5OC6CC7O[C@]8(C)C/C=C\C9OC%10CC%11OC(CC(C)C%12OCCO%12)CC(O)[C@]%11(C)OC%10CC9OC8C[C@]7(C)O[C@]6(C)CCC5OC4C[C@]3(C)OC12 (stereo partly specified)
  A: -1.5; B: .; C: 0.8; D: -7; E: -7; F: 9; G: -17; H: 7; I: 15; J: -1; K: -12
(40) O=c1[nH]c(=O)n(Cc2ccco2)c(O)c1C=NCc1ccc2c(c1)OCO2
  A: 0.1; B: 0; C: 0.3; D: 4; E: -3; F: 4; G: -14; H: -8; I: 3; J: -4; K: -5

Only part of the results is shown; the hit share may differ from the screen's.
